Diaph act CS: compounds boosting diaphorase resazurin reduction – biochemical, uHTS, resorufin fluorescence, counter-screen for diaphorase-coupled primary assays, primary screen. Diaphorase/resazurin coupled assay, 16 min; stronger effect = higher value; 1 = vehicle wells, 0 = NADH-free wells. activation factor at 20 µM. 190,000 compounds, 0.005% hits. AID 1229, 2008;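 active = diaphorase activity raised at least twofold by the compound at 20 µM; inactive = activation factor below 2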
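System – purified diaphorase enzyme from Clostridium kluyveri · Input – enzyme 0.07 U/mL final · Also added – final NADH 0.114 mM, resazurin 0.1 mM · Measured by – fluorescence of resorufin, 544 nm excitation, 590 nm emission · Timing – 16 min enzyme reaction, ambient temperature · Measure – resorufin increase flagging diaphorase activators or reducers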
Diaph inh CS: diaphorase inhibitors and chemical oxidizers, primary screen, counter-screen for diaphorase-coupled primary assays, biochemical, uHTS, resorufin fluorescence | inhibition, % at 20 µM | AID 1217, 2008 | diaphorase resazurin-to-resorufin fluorescence, NADH, 16 min; bacterial (C. kluyveri) enzyme, not human | 190,000 compounds, 0.69% hits;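 active = primary screen inhibition at 20 µM above a set limit, cut at about 50% in these data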;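 note: plate controls were DMSO with full reaction for no effect and wells lacking NADH for full effect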
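Detection: fluorescence of resorufin formed from resazurin, Ex 544/Em 590 nm; test system: Clostridium kluyveri diaphorase enzyme; amount: 0.14 U/mL diaphorase, enzyme working solution; times: 16-min room-temperature incubation before reading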
Redox H2O2 prof: compounds producing H2O2 with reducing agent – biochemical, NIH compound library profiling, artefact control for MLSCN library redox annotation, primary screen; DTT-dependent redox cycling H2O2, phenol red/HRP absorbance; 100% = 100 µM peroxide control, 0% = buffer; activation, % at 10 µM; 200,000 compounds, 0.03% hits;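 active = activation of at least 50% relative to the plate's high and low controls in the primary single-dose screen; inactive = activation below 50%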;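 note: compound incubated with DTT at 0.8 mM final as the reducing agent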
L major viab: Leishmania major promastigote growth inhibition, primary screen; Leishmania major promastigotes, resazurin fluorescence viability; inhibition, % at 10 µM; 200,000 compounds, 9% hits;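 note: promastigotes grown with compound for 44 hours at 28 °C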
PMI act satM6P: human PMI activators, high substrate, primary screen, biochemical, fluorescence intensity, near-saturating mannose 6-phosphate; activation factor at 20 µM; 190,000 compounds, 0.34% hits; Mannose-6-phosphate isomerase (Homo sapiens), P34949; coupled PMI enzyme assay, resazurin fluorescence, 20 min; stronger effect = higher value; 1 = untreated enzyme, 0 = substrate-free blank;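 active = activation factor of 2 or more at 20 µM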
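Material: human phosphomannose isomerase with PGI, G6PDH, diaphorase coupling enzymes; amount: PMI at 15 ng/mL final; also added: Mannose-6-phosphate 1.0 mM (near-saturating) plus 0.22 mM NADP+; incubation: enzyme reaction with compound 20 min at room temperature; signal: resorufin fluorescence (Ex 544/Em 590 nm) from resazurin via diaphorase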
G6PDH CS: L. mesenteroides G6PDH inhibitors, counter-screen for G6PDH-coupled screening assays, biochemical, Leuconostoc mesenteroides enzyme; glucose-6-phosphate dehydrogenase [Leuconostoc mesenteroides]; Purified L. mesenteroides G6PDH, diaphorase/resazurin coupled fluorescence, 45 min; inhibition, % at 5 µM; 200,000 compounds, 0.12% hits; AID 1020, 2008
TLR4 MyD88 comp: inhibitors of TLR4-MyD88 association in cells, primary screen, cell-based, HeLa CL3-4, BLA complementation, FRET ratio; Toll-like receptor 4 (Homo sapiens) + Myeloid differentiation primary response protein …; 200,000 compounds, 0.18% hits; HeLa CL3-4 TLR4/MyD88 BLA complementation; AID 861, 2007; inhibition, % at 8.4 µM; in the data active = inhibition above about 25%;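 note: 0% = vehicle and 100% = reference inhibitor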
Target sequence (O00206 whole entry, looked up): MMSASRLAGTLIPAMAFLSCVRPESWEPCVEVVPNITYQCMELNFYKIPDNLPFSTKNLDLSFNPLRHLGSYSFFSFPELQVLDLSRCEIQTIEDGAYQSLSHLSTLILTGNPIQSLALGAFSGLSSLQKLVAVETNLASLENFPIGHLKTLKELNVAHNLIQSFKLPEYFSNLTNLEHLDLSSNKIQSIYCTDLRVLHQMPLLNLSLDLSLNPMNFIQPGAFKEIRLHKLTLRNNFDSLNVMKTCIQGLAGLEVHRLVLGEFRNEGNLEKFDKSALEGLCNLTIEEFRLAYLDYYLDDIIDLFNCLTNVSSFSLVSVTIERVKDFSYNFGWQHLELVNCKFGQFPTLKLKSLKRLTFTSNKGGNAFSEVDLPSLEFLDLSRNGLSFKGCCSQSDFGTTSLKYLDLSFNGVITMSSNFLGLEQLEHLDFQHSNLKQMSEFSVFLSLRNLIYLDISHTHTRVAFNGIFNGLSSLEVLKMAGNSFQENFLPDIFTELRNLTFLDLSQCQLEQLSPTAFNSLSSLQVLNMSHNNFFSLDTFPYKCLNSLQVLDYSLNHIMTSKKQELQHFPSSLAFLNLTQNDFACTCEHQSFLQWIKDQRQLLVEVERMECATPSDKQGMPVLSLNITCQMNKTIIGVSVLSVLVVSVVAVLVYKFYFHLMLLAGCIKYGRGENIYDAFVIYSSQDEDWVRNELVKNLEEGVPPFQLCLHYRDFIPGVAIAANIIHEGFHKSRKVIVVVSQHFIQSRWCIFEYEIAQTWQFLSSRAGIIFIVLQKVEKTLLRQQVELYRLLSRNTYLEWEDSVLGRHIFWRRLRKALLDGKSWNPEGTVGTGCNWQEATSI
Target sequence (Q99836 whole entry, looked up): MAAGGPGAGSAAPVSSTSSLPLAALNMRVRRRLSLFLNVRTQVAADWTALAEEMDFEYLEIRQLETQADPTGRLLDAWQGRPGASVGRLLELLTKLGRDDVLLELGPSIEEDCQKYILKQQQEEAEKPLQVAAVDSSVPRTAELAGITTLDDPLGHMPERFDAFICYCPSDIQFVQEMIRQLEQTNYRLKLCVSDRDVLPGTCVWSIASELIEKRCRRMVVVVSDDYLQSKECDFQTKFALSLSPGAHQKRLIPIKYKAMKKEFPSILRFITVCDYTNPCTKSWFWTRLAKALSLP
RAM network inh: inhibitors of the yeast RAM network, primary screen, dse1pr::URA3 reporter, 5-FOA selection; AID 868, 2007; S. cerevisiae dse1pr::URA3 reporter, 5-FOA growth OD615, 2 d; analog-sensitive cbk1-as2 kinase mutant strain; 190,000 compounds, 1.8% hits; inhibition, % at 50 µM;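 active = inhibition above a set limit, 3 SD over mean compound inhibition, cut at about 8.4% in these data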;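 note: 0% = DMSO-only wells with no growth and 100% = 10 µM 1-NA-PP1 full growth; inhibition rescues growth on 5-FOA so higher OD means more RAM inhibition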
Hsp70 activator: Hsp70 transcriptional activators, primary screen, cell-based, HeLa, Hsp70 promoter luciferase, luminescence, 10 µM. HeLa Hsp70 promoter luciferase reporter; scaled: vehicle 0, proteasome-inhibitor control 100%. 200,000 compounds, 0.04% hits. AID 1203, 2008. activation, % at 10 µM;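 active = activation above the mean across all tested compounds plus 3 SD, cutoff set per campaign, cut at about 5.5% in these data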;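 note: 100% = MG132 at 30 µM as the positive control and 0% = DMSO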
S1P3 antagonist: S1P3 receptor antagonists, primary screen, cell-based; Sphingosine 1-phosphate receptor 3 (Homo sapiens), Q99500; CHO S1P3 NFAT-BLA reporter, FRET fluorescence, antagonist mode; inhibition, % at 4.98 µM; 170,000 compounds, 0.27% hits; AID 485, 2006;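 active = inhibition above the plate cutoff, the mean inhibition of test wells on that plate plus 3 SD, cut at about 28% in these data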;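 note: cells challenged with S1P at its EC80 of 0.8 µM; blue over green emission ratio from cleaved BLA substrate after 4 h stimulation; 0% = S1P-stimulated wells and 100% = unstimulated DMSO-only wells; some compounds past the cut are filed as inactive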
PMI activator: activators of human PMI, primary screen, biochemical, fluorescence intensity, near-Km mannose 6-phosphate; Mannose-6-phosphate isomerase (Homo sapiens), P34949; purified human PMI, coupled resazurin fluorescence, 20 min; stronger effect = higher value; 1 = vehicle control, 0 substrate-free wells; activation factor at 20 µM; 190,000 compounds, 0.005% hits; AID 1214, 2008;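 active = activation factor of 2 or more at 20 µM, relative to plate controls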
Active calls of the source: *; / = not tested or not shown. Cut-off read from the data, not from the text of the source, unless noted: active = inhibition above about 50%; inactive = the rest.

Order of results – Diaph act CS	Diaph inh CS	Redox H2O2 prof	L major viab	PMI act satM6P	G6PDH CS	TLR4 MyD88 comp	RAM network inh	Hsp70 activator	S1P3 antagonist	PMI activator
O=c1c2cccnc2[nH]c(=S)n1Cc1ccccc1
→ 1	3	-0.1	-6	1	-3	12	5.5	-0.4	-10	1
CCOC(=O)c1ccc(-c2ccc(/C=C(\C#N)C(=O)NCC3CCCO3)o2)cc1 (stereo unspecified)
→ 0.8	21	-4.4	-1	0.8	4	-3	7.8	0.1	/	1
O=C1Nc2ccccc2C12NCCc1c2[nH]c2ccccc12 (stereo unspecified)
→ 0.9	12	0.1	-3	0.9	2	-6	2.1	-0.3	/	0.9
CSc1nc2nc(-c3ccc(F)cc3)c(CCN3CCN(C)CC3)cn2n1
→ 1.1	-5	1.0	1	1.1	10	-12	-1.4	-0.3	-5	1
O=C(O)Cc1ccc(OCc2ccc(Cl)nc2)cc1
→ 0.9	6	-0.3	-6	0.9	5	1	1.0	0.0	-5	1
CCSc1nc2ccccc2n1S(=O)(=O)c1ccccc1
→ 0.9	14	-0.2	10	1	14	2	0.6	0.1	-11	1.1
Cc1c(C(=O)OC(C)C)sc(N)c1C(=O)OC(C)C
→ 0.8	20	0.0	-1	0.8	16	2	3.3	0.1	11	0.8
COc1ccc(CN2CCn3nc(C(=O)NC4CC4)cc3C2=O)cc1
→ 1	-2	-0.2	6	1	2	8	0.0	0.1	3	1
CC1=CC=CC2=NC(=O)CC(C)(C(=O)N(CC(=O)NC3CCCC3)c3ccccc3C)N12 (stereo unspecified)
→ 0.9	13	-4.4	80*	1	2	-18	1.2	-0.2	/	0.9
O=C(CC12CC3CC(CC(C3)C1)C2)Nc1ccc2c(c1)COC2=O
→ 0.8	20	-4.0	13	1	5	2	-0.1	-0.1	/	1
CCOC(=O)CCC(=O)N1CCOCCOCCN(C(=O)CCC(=O)OCC)CCOCC1
→ 0.9	14	0.2	-4	1	3	3	-0.3	-0.5	/	1
O=C(O)Cn1c(SCCOc2ccccc2)nc2ccccc21
→ 0.9	14	0.1	-5	0.9	4	-3	3.9	-0.1	-23	0.9
CNC(=O)NC1CCCCc2sccc21 (stereo unspecified)
→ 1.1	-8	1.0	-1	1.1	12	1	-0.8	-0.1	8	1.1
O=C(NCc1ccco1)c1cc(-c2ccc(Cl)cc2)on1
→ 1	1	-0.1	10	1.1	10	-2	-0.1	-0.1	5	1.1
COc1ccc(-n2cnnc2SCC(=O)c2cc(C)n(Cc3cccs3)c2C)cc1
→ 0.9	15	2.3	0	0.9	0	3	3.4	-0.5	8	1
O=C(Cc1ccc(Cl)cc1)OCc1nnc(-c2ccccc2)o1
→ 0.8	19	0.3	-10	1	6	8	1.4	0.3	-15	1
COc1ccc(CNC(=O)CSc2nn3c(=O)c(C(C)(C)C)nnc3s2)cc1OC
→ 0.8	16	-1.8	13	1	5	7	-0.1	-0.1	-9	0.9
CCNC(=O)Nn1c(-c2ccccc2)nc2ccccc2c1=O
→ 0.9	5	2.0	-1	1	3	-2	1.1	-0.1	/	1
CCCCN(CC)S(=O)(=O)N1CCC(C(=O)NCc2ccc(F)cc2)CC1
→ 0.8	18	-0.2	-3	0.9	-11	13	0.5	-0.4	-1	0.9
CCCn1c(SCC(=O)NCc2ccc(F)cc2)n[nH]c1=O
→ 0.9	11	-0.8	-9	1	-2	-8	-0.2	0.4	-1	1.1
COC(=O)Cc1ccc(Oc2ncc(C(F)(F)F)cc2Cl)cc1
→ 1	-1	-1.8	-7	1	5	9	0.6	-0.1	-1	1
CCCS(=O)(=O)N1CCC(C(=O)c2cccc(C(F)(F)F)c2)CC1
→ 0.9	6	1.7	-11	0.9	5	4	-0.3	-0.3	-12	0.9
Cc1ccc(-c2csc(NC(=O)c3cccc(S(=O)(=O)N4CCN(C)CC4)c3)n2)cc1
→ 0.8	25	-0.2	6	0.8	11	-7	2.1	0.0	/	0.8
CCOc1ccc(NC(=O)c2ccc(F)c(S(=O)(=O)N3CCN(c4ccccn4)CC3)c2)cc1
→ 0.9	14	-0.6	23	1	-6	-6	4.8	-0.2	-38	1
COCCn1c(NCc2ccccc2)nc2c1c(=O)[nH]c(=O)n2C
→ 0.9	8	0.0	0	1	0	-3	0.8	-0.6	/	1
CCOC(=O)c1c(NC(=O)c2cccnc2)sc(C(C)=O)c1C
→ 0.9	12	0.6	6	0.9	-27	-15	-0.1	-0.6	3	0.8
Cc1cccc(CSCCNC(=O)COc2ccc(Cl)cc2)c1
→ 0.9	11	-0.6	22	0.9	-16	-3	4.2	-0.4	6	0.8
CCCCc1ccc(S(=O)(=O)NCCc2ccncc2)cc1
→ 1	3	2.0	84*	1	5	-5	2.1	-0.2	21	1
CSc1cccc(CN2CCN(CCc3ccccc3)C(CCO)C2)c1 (stereo unspecified)
→ 1	5	-1.1	88*	1	3	-1	3.3	0.2	-15	1
Cc1cccc2cc(C#N)c(N3CCC(O)CC3)nc12
→ 0.9	12	0.0	3	0.9	10	-12	0.1	0.0	-3	1

Laid out differently: entries from further up
| Structure | Diaph act CS | Diaph inh CS | Redox H2O2 prof | L major viab | PMI act satM6P | G6PDH CS | TLR4 MyD88 comp | RAM network inh | Hsp70 activator | S1P3 antagonist | PMI activator |
| --- | --- | --- | --- | --- | --- | --- | --- | --- | --- | --- | --- |
| Cc1cccc(CSCCNC(=O)COc2ccc(Cl)cc2)c1 | 0.9 | 11 | -0.6 | 22 | 0.9 | -16 | -3 | 4.2 | -0.4 | 6 | 0.8 |
| CCCn1c(SCC(=O)NCc2ccc(F)cc2)n[nH]c1=O | 0.9 | 11 | -0.8 | -9 | 1 | -2 | -8 | -0.2 | 0.4 | -1 | 1.1 |

New compounds follow
Order of results – Diaph act CS	Diaph inh CS	Redox H2O2 prof	L major viab	PMI act satM6P	G6PDH CS	TLR4 MyD88 comp	RAM network inh	Hsp70 activator	S1P3 antagonist	PMI activator
CCCc1cc(C(=O)Nc2ccc(F)cc2F)no1
→ 1.1	-8	-1.9	-9	1	2	-15	-0.8	-0.2	/	1.1
CC1(C)CC(=O)C2=C(C1)c1c(ccc3ccccc13)NC2c1cc([N+](=O)[O-])cc([N+](=O)[O-])c1O (stereo unspecified)
→ 0.6	37	-0.8	-1	0.7	8	-3	2.8	-0.1	-24	1
Cc1nc(SCc2ccccc2)nc2c1CCC2
→ 1.1	-6	-0.3	1	1.1	18	-16	3.1	0.2	-12	1
O=C(CN1C2CCC1CC(NC(=O)NC1CCCCC1)C2)NC1CC1 (stereo unspecified)
→ 0.8	16	2.7	-3	1	6	-3	0.3	-0.6	-1	1
Cc1cccc(-n2nc([N+](=O)[O-])c(=NCc3cccnc3)n2O)c1
→ 0.8	18	-8.3	82*	0.9	-3	4	0.9	-0.1	/	0.9
O=C(NCc1ccccc1)NC(=O)c1ccncc1
→ 0.9	12	-0.8	2	1	5	4	0.7	-0.2	-11	0.9
CCOC(=O)c1c(NC(=O)c2ccc(-n3cnnn3)cc2)sc2c1CCCC2
→ 1	3	-0.1	0	0.8	-16	0	6.3	-0.4	-4	0.9
CCCCC(=O)Nc1ccc(NC(=S)NC(=O)c2cccs2)cc1OC
→ 0.7	32	-0.5	19	0.9	0	0	5.3	-0.2	-1	0.8
Cc1[nH]c2ccccc2c1SCCN
→ /	/	-1.1	-1	/	/	5	/	-0.3	-13	/
Cc1ccc(NC(=O)CC2Nc3ccccc3NC2=O)cc1Cl (stereo unspecified)
→ 0.9	7	-11	8	1.1	9	11	/	0.0	6	1
Cc1ccc(C(=O)c2ccccc2C(=O)OCC(=O)NCCc2ccccc2)cc1
→ 1	4	-0.1	11	1	10	-3	5.5	-0.2	-14	0.9
O=C(NCC1CCCO1)c1cc(NS(=O)(=O)c2cccs2)cc(NS(=O)(=O)c2cccs2)c1 (stereo unspecified)
→ 1	0	0.0	-9	1.1	7	-16	3.6	0.0	4	1.2
O=C1NC2(CCCCCC2)C(=O)N1Cc1ccc([N+](=O)[O-])cc1
→ 0.9	6	-0.4	-4	1	-1	-26	1.3	-0.4	-3	0.9
O=C(Nc1ccc2c(c1)OCO2)C1COc2ccccc2O1 (stereo unspecified)
→ 0.7	25	-2.1	-6	0.8	11	-10	2.1	-0.2	-1	0.9
COc1cc(/C=N\NC(=O)c2nonc2N)c(OC)cc1Br
→ 1	2	-0.3	-5	1	5	0	0.1	-0.1	2	1

From PubChem
